DAX1 inh-1: inhibits human nuclear receptor DAX1; P51843; HEK293 Gal4-DAX1 luciferase reporter, luminescence; inhibition, % at 6.75 µM; 340,000 compounds, 0.99% hits; AID 504766;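 active means inhibition above the mean over all tested compounds plus 3 SD, cut at about 4.2% in these data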;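 further: 0% = DAX1-transfected cells with DMSO and 100% = empty-vector control cells with DMSO; inhibition shows as a rise in luminescence from relieved DAX1 repression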
MBD2 DNA inh: inhibitors of human MBD2 binding to methylated oligonucleotide. Q9UBB5. TR-FRET. inhibition, % at 4.4 µM. 370,000 compounds, 0.31% hits. AID 686964; in the data active means inhibition above about 13%
Target sequence (Q9UBB5 whole entry, looked up): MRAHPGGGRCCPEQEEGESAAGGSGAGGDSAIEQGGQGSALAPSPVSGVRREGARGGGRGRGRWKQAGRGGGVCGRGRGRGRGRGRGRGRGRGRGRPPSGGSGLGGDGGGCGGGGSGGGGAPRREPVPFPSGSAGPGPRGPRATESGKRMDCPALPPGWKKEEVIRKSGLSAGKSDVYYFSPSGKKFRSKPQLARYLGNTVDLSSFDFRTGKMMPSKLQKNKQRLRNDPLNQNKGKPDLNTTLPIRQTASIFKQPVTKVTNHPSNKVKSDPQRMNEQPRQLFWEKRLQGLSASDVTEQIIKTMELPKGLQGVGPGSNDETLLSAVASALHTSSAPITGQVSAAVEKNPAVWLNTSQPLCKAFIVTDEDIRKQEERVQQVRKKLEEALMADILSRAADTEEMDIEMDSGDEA
ADAM17 inh: inhibits human ADAM17; recombinant ADAM17, EDANS/DABCYL FRET peptide cleavage; AID 720648; inhibition, % at 6.95 µM; P78536; 370,000 compounds, 0.83% hits;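 active means inhibition above the mean of compounds lying between control limits plus 3 SD, set per campaign, cut at about 8.5% in these data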;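 further: 0% = DMSO-only wells as the low control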
Target sequence (P78536 215-824 limits assumed): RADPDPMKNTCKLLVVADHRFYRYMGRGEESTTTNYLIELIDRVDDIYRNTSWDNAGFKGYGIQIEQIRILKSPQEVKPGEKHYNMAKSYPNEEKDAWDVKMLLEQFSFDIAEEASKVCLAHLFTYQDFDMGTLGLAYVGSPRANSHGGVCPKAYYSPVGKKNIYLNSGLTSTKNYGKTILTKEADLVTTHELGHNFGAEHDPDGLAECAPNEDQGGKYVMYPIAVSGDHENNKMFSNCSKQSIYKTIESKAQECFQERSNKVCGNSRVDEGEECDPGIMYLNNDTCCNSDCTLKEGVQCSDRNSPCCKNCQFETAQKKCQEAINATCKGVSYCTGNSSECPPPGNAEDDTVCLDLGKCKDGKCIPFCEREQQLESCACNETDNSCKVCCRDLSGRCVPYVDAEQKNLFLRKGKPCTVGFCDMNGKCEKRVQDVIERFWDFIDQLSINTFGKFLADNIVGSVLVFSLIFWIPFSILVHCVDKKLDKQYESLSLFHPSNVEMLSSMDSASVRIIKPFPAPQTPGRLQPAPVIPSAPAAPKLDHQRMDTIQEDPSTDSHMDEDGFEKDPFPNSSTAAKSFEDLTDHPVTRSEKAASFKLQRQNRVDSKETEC
PLC-beta3 inh: blocks human PLC-beta3 enzyme activity | 370,000 compounds, 0.18% hits | Purified PLC-beta3, fluorogenic substrate, fluorescence | inhibition, % at 12.2 µM | AID 720704; in the data active means inhibition above about 11%;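 further: 0% = median of compound wells on plate and 100% = full blocker control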
Rev-erbA mod: modulators of human Rev-erb alpha DNA binding. P20393. Rev-erbα–FITC-DNA binding, fluorescence polarization, 90 min. activity, % at 10 µM. 370,000 compounds, 0.79% hits. AID 1259318;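 active means activity above about 14%, limit read from the data; passing the limit was not always enough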;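 further: 0% = DMSO wells with 35 nM protein and 100% = DMSO wells with 750 nM protein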
ssDAF-12 act: activates DAF-12 receptor from parasite S. stercoralis; HEK293 ssDAF-12/GRIP1 lit1-tk-luc reporter, luminescence; % of 3 µM dafachronic acid response; activation, % at 6.8 µM; 370,000 compounds, 1% hits; AID 652126;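 active means activation above the mean over all tested compounds plus 3 SD, cut at about 0.9% in these data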;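 further: 0% = DMSO-only wells and 100% = 3 µM delta7-dafachronic acid wells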
SMARCA2 act: increases SMARCA2 function in MMTV reporter cells; MG213 cells, MMTV-luciferase reporter, dexamethasone, overnight; activation, % at 9.1 µM; 370,000 compounds, 1% hits; AID 652017; in the data active means activation above about 7.8%;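 further: 0% = vehicle wells and 100% = reference activator wells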
hgDAF12 agonist: hgDAF-12 agonism, primary luciferase screen. HEK293 GAL4-hgDAF12 UAS-luciferase reporter, agonist luminescence; normalized to butyrate control. activation, % at 6.8 µM. 370,000 compounds, 1.8% hits. AID 687014;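 active means activation above a cutoff set at the mean of all screened compounds plus 3 SD, cut at about 10% in these data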;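 further: 0% = DMSO wells and 100% = sodium butyrate wells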
PLCg1 inh: inhibitors of human phospholipase C gamma1; 370,000 compounds, 0.84% hits; purified PLC-gamma1, fluorogenic substrate, fluorescence; P19174; AID 720700; inhibition, % at 12.2 µM; in the data active means inhibition above about 9.5%
DAX1 inh-2: DAX1 (NR0B1) inhibition, primary screen | HEK293T StAR-luciferase reporter, SF-1/DAX-1 repression relief | AID 652010 | inhibition, % at 6.8 µM | 370,000 compounds, 1.1% hits;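 active means inhibition above the mean over all tested compounds plus 3 SD, cut at about 3.6% in these data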;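 further: 0% = DAX-1 cells with DMSO and 100% = cells lacking DAX-1 with DMSO; higher inhibition means more luminescence from relief of DAX-1 repression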
hcDAF12 agonist: H. contortus DAF-12 activation, primary screen; HEK293 hcDAF-12 lit1-tk-luc reporter, luminescence; 0% DMSO, 100% Δ7-dafachronic acid; activation, % at 6.8 µM; 370,000 compounds, 1.4% hits; AID 652067;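 active means activation above the mean of all tested compounds plus 3 SD, cut at about 5.5% in these data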;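 further: 100% = response to 3 µM Δ7-dafachronic acid high control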
* = called active by the depositor; . = no result given.

molecule | DAX1 inh-1 | MBD2 DNA inh | ADAM17 inh | PLC-beta3 inh | Rev-erbA mod | ssDAF-12 act | SMARCA2 act | hgDAF12 agonist | PLCg1 inh | DAX1 inh-2 | hcDAF12 agonist
CCOCCCNC(=O)CCn1ccc2cc(S(=O)(=O)N3CCCC3)ccc21 | 0.4 | -2 | 2 | -3 | 2 | -1.1 | -2 | 0.4 | 2 | -0.9 | 0.1
CC(=O)Nc1cc(-c2cccc(F)c2)cn2c(-c3ccccc3)cnc12 | . | 3 | -13 | -45 | -4 | -1.5 | -2 | 1.0 | -34 | -0.5 | -0.8
CC(=O)c1sc(Nc2cccc(C)c2)nc1C | 2.2 | -4 | -3 | -64 | -1 | -1.3 | 4 | 6.1 | -56 | 1.1 | 2.0
CCN(CC)C(=O)c1oc2ccc(S(=O)(=O)N3CCCCCC3)cc2c1C | -1.8 | 5 | -2 | 2 | . | -1.7 | -4 | -0.5 | 5 | -0.7 | -1.2
CCNc1nc(NC(C)CC)nc(Oc2ccc(OCC)nn2)n1 (stereo not given) | 1.6 | 1 | -1 | -1 | -1 | -0.8 | -1 | -5.8 | 5 | 0.7 | -1.1
Cc1cc(Cl)cc(Cl)c1OCCOc1cccc2cccnc12 | -0.7 | 5 | -2 | -32 | -3 | -1.4 | 0 | 0.2 | -23 | -0.6 | -0.7
O=C(CSc1nnc(Nc2ccccc2F)s1)c1cc2ccccc2o1 | 0.1 | -7 | 1 | -13 | -7 | -0.1 | 1 | 1.9 | -9 | -0.2 | 7.8*
COc1cccc(-n2c(SCC(=O)O)nnc2-c2cccnc2)c1 | 0.2 | -1 | -1 | -5 | -1 | -1.5 | -5 | -2.1 | 1 | -0.1 | -2.6
COc1ccc(C2=NOC(C(=O)NCC(C)C)C2)cc1 (stereo not given) | 0.8 | -3 | 4 | 1 | -3 | -0.6 | 0 | 3.0 | 5 | 0.1 | 4.5
CC1CCN(Cc2c(C(=O)N/N=C/c3cc(Br)ccc3O)nnn2-c2nonc2N)CC1 | -0.8 | -4 | 0 | -14 | -2 | -1.0 | -1 | -1.8 | -2 | -0.7 | -0.1

Later entries.
molecule | DAX1 inh-1 | MBD2 DNA inh | ADAM17 inh | PLC-beta3 inh | Rev-erbA mod | ssDAF-12 act | SMARCA2 act | hgDAF12 agonist | PLCg1 inh | DAX1 inh-2 | hcDAF12 agonist
Cc1cc(S(=O)(=O)NCCCN2CCOCC2)ccc1F | 1.5 | 0 | 3 | 2 | 5 | -0.7 | -1 | 0.2 | 8 | 0.9 | -0.7
Cc1nc2ccccn2c1C(=O)NN | -0.5 | 3 | 7 | 1 | 0 | -0.7 | 0 | 0.6 | 4 | -0.4 | 1.5
COc1cccc(-c2cc(C(=O)Nc3cccc(O)c3)no2)c1 | -1.6 | -3 | 6 | 1 | -4 | -0.2 | 4 | 11* | 3 | 3.5 | 5.4
CC(=O)c1cccc(NC(=O)c2ccc3c(Cl)c4c(nc3c2)CCCC4)c1 | 1.5 | -1 | 0 | 0 | -10 | -1.9 | -1 | -0.8 | 0 | 0.0 | -0.9
O=C(CN1C(=O)c2ccccc2C1=O)N1CCN(C(=O)c2ccco2)CC1 | 0.2 | -1 | -4 | 1 | -1 | -1.8 | -1 | -1.0 | -3 | -1.0 | -0.5
Cc1ccc(N(C(=O)c2csnn2)C(C(=O)NCc2ccccc2)c2ccccn2)cc1 (stereo not given) | -1.4 | -3 | -1 | 5 | 6 | -0.7 | -1 | -0.3 | 5 | 0.4 | 2.4
O=C(c1c[nH]c2ccc(S(=O)(=O)N3CCOCC3)cc2c1=O)N1CCCC1 | 0.9 | -2 | -60 | -13 | -1 | -1.2 | 1 | 0.6 | -12 | 0.6 | -0.3
O=c1c2ccccc2cnn1CCOc1ccccc1 | -4.8 | 3 | 0 | 1 | 4 | -1.6 | -2 | -4.2 | 5 | 1.6 | -0.8
COc1cc(/C=C/C(=O)OCC(=O)Nc2nnc(-c3ccccc3)o2)cc(OC)c1OC | 1.0 | 0 | -3 | -11 | 4 | -0.8 | -3 | 3.1 | -8 | -0.7 | -1.3
CN1C2C=CC(=O)C1C1C(=O)N(c3ccccc3)C(=O)C12 (stereo not given) | . | -6 | -1 | 2 | -3 | -1.5 | 0 | 0.2 | 0 | -0.1 | 0.0

(cont.)
molecule | DAX1 inh-1 | MBD2 DNA inh | ADAM17 inh | PLC-beta3 inh | Rev-erbA mod | ssDAF-12 act | SMARCA2 act | hgDAF12 agonist | PLCg1 inh | DAX1 inh-2 | hcDAF12 agonist
CCOC(=O)c1cnc2c(C)c(Cl)ccc2c1N1CCOCC1 | 0.4 | -4 | 3 | 0 | 3 | -1.6 | -3 | 1.5 | -2 | 0.0 | -3.1
O=C(CCn1nnc2ccccc21)OCC(=O)c1ccc([N+](=O)[O-])cc1 | 0.3 | -1 | 0 | -2 | -2 | -1.1 | -1 | 2.0 | 1 | 0.4 | -0.1
COc1cccc(C(C2=C(O)CC(C)(C)CC2=O)C2C(=O)CC(C)(C)CC2=O)c1 (stereo not given) | 0.3 | 2 | -3 | 1 | -2 | -1.2 | -2 | -0.2 | 3 | -0.5 | -2.6
CCOC(=O)C(C)(C)Oc1cccc2c1S(=O)(=O)c1ccccc1-2 | 0.1 | -1 | -5 | -13 | 2 | -1.4 | -2 | -1.8 | -8 | 0.3 | -1.6
Cc1nc2ccccc2c(=O)n1NC(=O)c1ccccc1F | -0.5 | 4 | 0 | -2 | -3 | -0.5 | -2 | 2.5 | 1 | -0.3 | -0.8
CCSc1nnc(C)c2ccccc12 | 0.1 | 3 | -1 | 2 | -3 | -1.0 | 0 | -1.8 | 2 | 0.4 | -1.1
CCCn1c(C(C)C)n[nH]c1=S | 0.4 | -2 | -3 | -5 | 4 | -1.1 | -5 | -2.4 | 2 | -0.2 | -0.7
CCCN1Cc2cccc(C(=O)Nc3ccc4c(c3)OCO4)c2C1=O | -0.3 | 2 | -5 | -1 | 7 | -0.9 | -2 | 1.1 | 1 | 0.4 | -1.3
O=C(COC(=O)c1ccc(S(=O)(=O)Nc2ccccc2)cc1)NC1CCCC1 | 0.4 | 2 | 0 | 1 | 4 | -0.9 | 3 | 0.4 | 0 | 0.0 | 0.2
Cc1ccc(-n2c(SCC(=O)Nc3cccc4ccccc34)nnc2-c2ccccn2)cc1 | . | -4 | 0 | 1 | -11 | -1.7 | -3 | -2.4 | 0 | -0.6 | 0.6

Going on with the list:
molecule | DAX1 inh-1 | MBD2 DNA inh | ADAM17 inh | PLC-beta3 inh | Rev-erbA mod | ssDAF-12 act | SMARCA2 act | hgDAF12 agonist | PLCg1 inh | DAX1 inh-2 | hcDAF12 agonist
Nc1ncc2c(n1)CCN(c1ccc([N+](=O)[O-])cc1)C2 | 1.8 | -4 | -3 | -7 | -7 | -1.3 | 0 | 1.9 | 1 | -0.3 | -1.1
Nc1c(C(=O)Nc2ccccc2F)sc2nc(Cc3ccccc3)cc(C(F)(F)F)c12 | 2.4 | -2 | -5 | -18 | 108* | -1.9 | -1 | -1.9 | -16 | 1.2 | -2.2
CCN(CC)C(=O)COC(=O)C1CCN(S(=O)(=O)c2ccc3c(c2)OCCO3)CC1 | -0.1 | -2 | -1 | -9 | -6 | -1.3 | -2 | -2.0 | 0 | -1.6 | -0.1
N#Cc1cc([N+](=O)[O-])ccc1NCCN1CCOCC1 | 2.2 | -3 | 1 | 2 | 1 | -1.5 | 2 | 0.7 | 1 | 0.2 | 0.7
Cc1ccccc1N(Cc1cc(=O)[nH]c2ccccc12)C(=O)C(C)C | 0.4 | 7 | -7 | -4 | 1 | -0.1 | 0 | 0.9 | -3 | -0.4 | 1.6
Cc1c(Cl)cccc1NC(=O)CCN1CCCCC1 | 0.1 | -2 | -1 | 8 | -2 | -1.4 | -1 | 1.4 | 2 | 0.3 | -0.6
Cc1ccccc1NC(=O)N(C)[C@H]1C[C@H]2c3[nH]c4c(-c5ccccc5)cccc4c3CCN2C[C@H]1[C@H](C)O | . | -5 | -5 | -51 | 6 | -2.1 | 0 | 0.3 | -41 | -1.4 | -2.5
COc1ccc(-c2cc(C(=O)N3CCCCCC3)no2)cc1 | 6.2* | -3 | 3 | 0 | -3 | -0.3 | 2 | 9.1 | 0 | 2.0 | 7.6*
O=C(CSc1nc2ccccc2c(=O)[nH]1)NCc1ccc(Cl)cc1 | 1.6 | -5 | -2 | -3 | -1 | -1.1 | -1 | -1.8 | -6 | 1.1 | -2.2
Nc1nc2c(ncn2[C@@H]2O[C@H](C(=O)N[C@H](Cc3ccccc3)C(=O)NCc3ccccc3)[C@@H](O)[C@H]2O)c(=O)[nH]1 | . | 0 | -6 | 0 | -2 | -1.0 | 0 | -1.2 | 1 | 1.5 | -1.3

Later entries:
molecule | DAX1 inh-1 | MBD2 DNA inh | ADAM17 inh | PLC-beta3 inh | Rev-erbA mod | ssDAF-12 act | SMARCA2 act | hgDAF12 agonist | PLCg1 inh | DAX1 inh-2 | hcDAF12 agonist
O=c1c2ccccc2cnn1Cc1n[nH]c(=S)n1-c1ccccc1 | 1.0 | 1 | 1 | 3 | 0 | -0.9 | 0 | -1.8 | 0 | -0.2 | -3.3
O=C(CN(C(=O)CCC(=O)Nc1ccccn1)c1ccc(F)cc1)NCc1ccc(F)cc1 | 2.5 | 2 | -2 | -2 | 1 | -1.0 | 1 | -1.6 | 0 | 0.1 | -1.9
Cc1noc(C)c1CSc1nc2ccccc2n1CCc1ccccc1 | 1.4 | 0 | 5 | 1 | 1 | -1.2 | -4 | 0.6 | 2 | -0.5 | -0.4
COc1ccc(NC(=S)N2CCN(c3ccccn3)CC2)cc1 | -1.4 | -1 | -2 | -1 | -3 | -1.0 | -1 | 0.2 | -2 | 0.4 | -0.9
CS(=O)(=O)N(CC(=O)Nc1ccc(S(=O)(=O)N2CCOCC2)cc1)c1ccccc1Cl | -0.7 | -2 | -1 | -106 | -8 | -1.5 | 2 | -0.3 | 8 | -0.6 | -1.3
N#C/C(=C\c1ccc(-c2ccccc2[N+](=O)[O-])o1)C(=O)Nc1nc(-c2cccs2)cs1 | 0.5 | -4 | 3 | -16 | -31 | -1.1 | -1 | 4.5 | -17 | -0.5 | -0.9
COc1ccc([C@H]2CC(=O)C=C(c3cccc(Cl)c3O)C2)cc1OC | -0.5 | 0 | 3 | -17 | -6 | -1.6 | 1 | -2.9 | -10 | -0.1 | -3.0
C[C@H]1CN([C@@H](C)CO)C(=O)CCCn2cc(nn2)CO[C@@H]1CN(C)C(=O)c1ccncc1 | 1.9 | -5 | -1 | 2 | -4 | -1.3 | -1 | 2.1 | -3 | -1.0 | -1.6

A second format for part of the listing above:
Values run as follows: DAX1 inh-1	MBD2 DNA inh	ADAM17 inh	PLC-beta3 inh	Rev-erbA mod	ssDAF-12 act	SMARCA2 act	hgDAF12 agonist	PLCg1 inh	DAX1 inh-2	hcDAF12 agonist
Cc1noc(C)c1CSc1nc2ccccc2n1CCc1ccccc1
  1.4	0	5	1	1	-1.2	-4	0.6	2	-0.5	-0.4
COc1ccc(NC(=S)N2CCN(c3ccccn3)CC2)cc1
  -1.4	-1	-2	-1	-3	-1.0	-1	0.2	-2	0.4	-0.9
C[C@H]1CN([C@@H](C)CO)C(=O)CCCn2cc(nn2)CO[C@@H]1CN(C)C(=O)c1ccncc1
  1.9	-5	-1	2	-4	-1.3	-1	2.1	-3	-1.0	-1.6
